Screens (PubChem)
iPSC survival up – hiPSC single-cell survival enhancement. 0.044% of 360,000 active. AID 602274. ATPlite luminescence; 100% = ROCK inhibitor wells, 0% = DMSO. survival enhancement, % at 20 µM; in the data active = survival enhancement above about 18%;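 note: cells exposed to compounds for 16 hours before the ATP read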
Shn3 3UTR inh – reduces Shn3 3'UTR luciferase signal in osteoblasts; Clone20 osteoblast Shn3 3'UTR firefly luciferase, 24 h; inhibition, % at 12.5 µM; 0.52% of 360,000 active;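 active = mean inhibition of at least 75% with every replicate also reaching 75%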;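 note: 0% = median of neutral control wells and 100% = pilot-screen positive control compound; some compounds past the cut are filed as inactive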
LMP1 NFkB inh – reduces LMP1-driven NF-kappaB luciferase signal; inhibition, % at 12.5 µM; LMP1-induced NF-kappaB luciferase reporter cells, luminescence; 0.69% of 350,000 active; AID 504558; in the data active = inhibition above about 41%;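 note: 0% = neutral control wells and 100% = reference inhibitor control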
Peg3 promoter – inhibitors of Peg3 promoter; AID 588405; HeLa PEG-Prom luciferase reporter, luminescence, overnight; inhibition, % at 20 µM; 1.7% of 360,000 active;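 active = inhibition of at least 50% at 20 µM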
KKLEB tox – CF airway cell cytotoxicity counter-screen; 0.36% of 360,000 active; KKLEB CF airway cells viability, ATPlite luminescence, overnight; active compounds read low; cells stimulated with P. aeruginosa culture filtrate; AID 602141; activity change (cytotoxicity), % at 5 µM;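 active = corrected activity change at or below -50% at 5 µM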
NR2E3 ag-1 – agonists of human NR2E3 nuclear receptor | inhibition of corepressor binding, % at 3.98 µM | AID 602229 | CHO-S Gal4-NCOR/VP16-NR2E3 two-hybrid, luciferase | 0.35% of 360,000 active | Q9Y5X4;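 active = inhibition above the mean of all tested compounds plus 3 SD, cut at about 70% in these data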;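 note: 0% = DMSO with NR2E3 transfected cells and 100% = cells lacking NR2E3 construct; higher means lower luciferase signal from less NR2E3 corepressor binding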
Target sequence (Q9Y5X4 whole entry, looked up, the tested form may be a part): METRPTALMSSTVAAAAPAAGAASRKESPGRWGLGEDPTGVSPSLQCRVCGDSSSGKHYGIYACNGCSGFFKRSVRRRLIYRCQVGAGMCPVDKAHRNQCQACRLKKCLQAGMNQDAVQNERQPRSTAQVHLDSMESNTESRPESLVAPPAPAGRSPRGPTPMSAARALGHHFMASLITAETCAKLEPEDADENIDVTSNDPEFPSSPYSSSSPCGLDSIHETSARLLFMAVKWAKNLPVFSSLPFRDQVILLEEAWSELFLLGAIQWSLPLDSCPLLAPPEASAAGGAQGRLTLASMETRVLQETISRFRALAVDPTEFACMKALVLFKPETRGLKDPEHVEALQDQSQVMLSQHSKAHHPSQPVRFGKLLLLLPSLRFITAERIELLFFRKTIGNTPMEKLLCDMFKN
HIF-2a inh – blocks HIF-2a reporter activity; 786-0 RCC cells HIF-2a reporter, luciferase luminescence, overnight; inhibition, % at 18.8 µM; 0.72% of 360,000 active; AID 624352;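 active = inhibition of the luminescence signal of 40% or more relative to plate controls, in a single-dose primary screen at 18.75 µM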
C8 TRAIL sens – caspase-8 TRAIL sensitization; 1% of 360,000 active; inhibition (viability loss, TRAIL sensitization), % at 10 µM; AID 624354; NB7+C8 cells + TRAIL, ATPlite viability luminescence;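 active = compounds causing at least 50% loss of cell viability in the single-dose screen, relative to plate controls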
TRPM1 prom inh – reduces MITF-dependent TRPM1 promoter luciferase signal; 0.83% of 330,000 active; AID 488899; SK-MEL-5 TRPM1 promoter luciferase, 24 h; inhibition, % at 12.5 µM;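 active = mean inhibition across replicates of 60% or more, whatever share of single replicates reaches that level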; note: values of inactives mirror those of a sister screen read the other way
NR2E3 ag-2 – activates human photoreceptor nuclear receptor NR2E3; Q9Y5X4; GST-NR2E3/biotin-RetCOR TR-FRET, 1536-well; inhibition of corepressor binding, % at 4.78 µM; 0.12% of 320,000 active; AID 2300;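 active = percent inhibition above the cutoff of mean plus 3 SD of all tested compounds, set per screening campaign, cut at about 20% in these data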;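 note: 0% = DMSO wells and 100% = biotin wells as full block of FRET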
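System: GST-NR2E3 and biotin-RetCOR proteins; probe or stimulus: 7 nM biotin-RetCOR; doses: compound at 4.8 µM, single dose; schedule: Compound–protein incubation for 5 h at 4 °C; detection: time-resolved FRET; read-out: percent inhibition; controls: biotin wells as high control, 0.6% DMSO wells as low control; format: 1536-well plates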
CF NFkB inh – cystic fibrosis NF-kB activation inhibition; KKLEB NF-kB-GFP reporter, PAF-induced, GFP fluorescence overnight; inhibition, % at 5 µM; 0.86% of 360,000 active;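 active = at least 50% inhibition at 5 µM, scaled per plate between neutral and stimulator controls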;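 note: PAF is a Pseudomonas aeruginosa culture filtrate used as stimulus; plate controls were PAF-stimulated DMSO wells for no effect and unstimulated DMSO wells for full effect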
Starred values were filed as active, the others as inactive; nt = not tested or not shown.

SMILES	iPSC survival up	Shn3 3UTR inh	LMP1 NFkB inh	Peg3 promoter	KKLEB tox	NR2E3 ag-1	HIF-2a inh	C8 TRAIL sens	TRPM1 prom inh	NR2E3 ag-2	CF NFkB inh
O=C1NC(c2cccs2)Nc2ccccc21 (configuration not stated)	-0.7	0	-5	-44	5	-24	-65	25	-1	4	3
CC1CCc2[nH]c3ccc(C(=O)N(C)CC(=O)Nc4ccccc4Cl)cc3c2C1 (configuration not stated)	-0.5	-11	-6	-28	-8	-16	-12	-1	-14	nt	19
Cc1ccccc1OCc1nc(-c2cccnc2)no1	-0.6	-60	-17	-173	14	-53	-283	20	-48	-1	-48
COc1ccc(C(=O)Nc2cccc(S(C)(=O)=O)c2)cc1	-1.7	7	7	-8	-10	-8	-12	8	6	-2	0
Cc1ccc(C(=O)CCC2CCCC2=O)cc1 (configuration not stated)	-2.1	-45	-14	-205	4	-63	-144	0	-32	0	1
COc1cccc(NC(=O)C2CCN(c3ncccn3)CC2)c1	-1.2	-2	-10	-39	1	-18	-16	41	-2	0	-9
COc1ccc(Nc2nc3cc(-c4ccccc4C)sc3c(=O)n2C)cc1OC	3.9	-19	nt	-77	-13	-20	-82	-9	nt	nt	10
CCOC(=O)c1ccc(Oc2nc(NC(C)(C)C)nc(N(C)C)n2)cc1	1.3	19	13	30	-10	-44	44*	15	-3	2	16
Cc1cc(C)cc(OCCNS(=O)(=O)c2cccs2)c1	0.0	6	-9	5	-1	-34	-2	7	2	1	-10
CC(C)(C)OC(=O)N1CCC(C(=O)NCC2CCCO2)CC1 (configuration not stated)	-0.2	15	0	20	-5	13	18	2	-7	0	18
COc1cc(CN2CCNC(=O)C2CC(=O)N(C)Cc2ncc[nH]2)cc(OC)c1 (configuration not stated)	2.5	-5	6	4	-2	15	7	1	-3	-1	2
O=C(CNC(=O)C1COc2ccccc2O1)N/N=C/c1ccc([N+](=O)[O-])cc1 (configuration not stated)	2.9	1	0	15	-7	-24	-1	-5	-7	-2	14

4 of the compounds above, with each value named:
> CCOC(=O)c1ccc(Oc2nc(NC(C)(C)C)nc(N(C)C)n2)cc1
- iPSC survival up: 1.3
- Shn3 3UTR inh: 19
- LMP1 NFkB inh: 13
- Peg3 promoter: 30
- KKLEB tox: -10
- NR2E3 ag-1: -44
- HIF-2a inh: 44*
- C8 TRAIL sens: 15
- TRPM1 prom inh: -3
- NR2E3 ag-2: 2
- CF NFkB inh: 16

> COc1cc(CN2CCNC(=O)C2CC(=O)N(C)Cc2ncc[nH]2)cc(OC)c1 (configuration not stated)
- iPSC survival up: 2.5
- Shn3 3UTR inh: -5
- LMP1 NFkB inh: 6
- Peg3 promoter: 4
- KKLEB tox: -2
- NR2E3 ag-1: 15
- HIF-2a inh: 7
- C8 TRAIL sens: 1
- TRPM1 prom inh: -3
- NR2E3 ag-2: -1
- CF NFkB inh: 2

> O=C(CNC(=O)C1COc2ccccc2O1)N/N=C/c1ccc([N+](=O)[O-])cc1 (configuration not stated)
- iPSC survival up: 2.9
- Shn3 3UTR inh: 1
- LMP1 NFkB inh: 0
- Peg3 promoter: 15
- KKLEB tox: -7
- NR2E3 ag-1: -24
- HIF-2a inh: -1
- C8 TRAIL sens: -5
- TRPM1 prom inh: -7
- NR2E3 ag-2: -2
- CF NFkB inh: 14

> O=C1NC(c2cccs2)Nc2ccccc21 (configuration not stated)
- iPSC survival up: -0.7
- Shn3 3UTR inh: 0
- LMP1 NFkB inh: -5
- Peg3 promoter: -44
- KKLEB tox: 5
- NR2E3 ag-1: -24
- HIF-2a inh: -65
- C8 TRAIL sens: 25
- TRPM1 prom inh: -1
- NR2E3 ag-2: 4
- CF NFkB inh: 3

(more compounds)
SMILES	iPSC survival up	Shn3 3UTR inh	LMP1 NFkB inh	Peg3 promoter	KKLEB tox	NR2E3 ag-1	HIF-2a inh	C8 TRAIL sens	TRPM1 prom inh	NR2E3 ag-2	CF NFkB inh
O=C(CCNc1ccccc1)c1cccc([N+](=O)[O-])c1	-3.2	-8	-4	-47	16	11	-117	-3	7	2	-15
O=C(Nc1ccccc1C(F)(F)F)c1ccc(CN2CCC(Cc3ccccc3)CC2)cc1	-1.8	19	12	16	-10	-11	8	3	-10	4	2
COc1ccc(-n2nc([N+](=O)[O-])c(=NCc3ccco3)n2O)cc1	-1.3	-37	30	-38	7	-44	-194	0	-15	0	0
O=C(NCc1ccco1)C1CCCCC1	3.8	-4	4	-1	6	1	19	-10	-1	3	16
C/C(=N\N)c1c(-c2ccccc2)c2cc(C)ccc2[nH]c1=O	-0.5	nt	1	16	3	11	19	-1	-5	0	-4
CC(=O)c1c(-c2ccccc2)c2cc([N+](=O)[O-])ccc2[nH]c1=O	-0.7	8	3	14	3	-16	16	12	9	1	-20
CC1CCN(c2nc3c(N)ncnc3n2[C@@H]2O[C@H](CO)[C@@H](O)[C@H]2O)CC1	-0.6	26	-3	12	-3	-26	11	8	nt	2	1
O=C(CSc1nc2ccccc2[nH]1)Nc1nc(-c2cccc(Br)c2)cs1	-0.8	-9	3	0	-13	-28	22	14	0	0	8
COc1ccc(/C=N/Nc2nc(C)cc(=O)[nH]2)cc1OC	-0.1	-10	-11	8	-6	10	18	-7	-2	nt	5
Cc1ccc([C@H]2C[C@H](n3cc(COC(=O)c4ccccc4)nn3)[C@@H](O)CN2Cc2cccs2)cc1	-0.6	-11	4	23	-4	-14	9	2	nt	nt	0
COC(=O)c1ccc(COc2ccccc2/C=C(\C#N)C(=O)Nc2c(C)cccc2C)cc1	-1.1	-19	3	62*	-41	-29	46*	-16	-4	0	42
C=CCn1c(SCc2nc3ccccc3c(=O)[nH]2)nc2ccccc2c1=O	0.1	-4	6	16	2	18	11	-7	4	-2	3
Cc1ccc(C)c(NC(=S)NC(NC(=O)Cc2cccc3ccccc23)C(Cl)(Cl)Cl)c1 (configuration not stated)	-1.0	55	-73	94*	-70*	-29	17	85*	77*	4	71*
COc1ccc(NC(=O)C2(C)Cc3c(-c4cccc(C(F)(F)F)c4)ccnc3O2)cc1OC (configuration not stated)	-1.1	15	nt	39	0	26	7	16	nt	nt	-38
NC(=O)c1ccsc1NC(=O)COC(=O)Cc1ccccc1[N+](=O)[O-]	0.0	40	10	5	-12	8	15	23	nt	nt	14
Cc1cc(O)c(C(C)C)cc1NC(=O)c1ccc(Cl)cc1	-3.8	-4	0	-51	0	-42	-1	-8	-10	2	11
N#CNC(=Nc1cccc(C(F)(F)F)c1)SCc1ccc(C(=O)O)cc1	-0.2	-6	-1	4	-1	1	1	-40	-9	-2	0
COc1ccc(N(Cc2ccccc2)S(=O)(=O)c2cccc(C(=O)NCC3CCCO3)c2)cc1 (configuration not stated)	0.9	9	-9	14	-3	24	7	-6	5	nt	1
CC1=NN(C(=O)c2ccc(Cn3cc(Br)c([N+](=O)[O-])n3)o2)C(O)(C(F)(F)F)C1 (configuration not stated)	2.0	-25	5	26	-15	-20	11	-6	4	-2	7
CN(C)C=NC(=O)c1cc(C(=O)c2ccc(F)cc2)c[nH]1	-0.7	-9	4	-9	0	-4	-7	-1	-6	1	-12
COCc1cc(C)nc(OCC(=O)N/N=C/c2ccc(OC)c(OC)c2)c1C#N	-2.6	-14	6	9	-5	-13	12	-3	17	-1	6
C/C(=N\NC(=O)C1(C)CC1(Br)Br)c1ccc(C)cc1C (configuration not stated)	-0.3	8	-17	-11	-15	-28	-3	13	9	4	23
CCOc1ccccc1CNn1cnnc1	-0.3	-2	7	13	1	-27	11	-1	-15	-1	14
COc1ccc(-c2cnnn2-c2ccc(NC(=O)c3ccc(S(=O)(=O)N4CCCCC4)cc3)cc2)cc1	0.2	23	-10	29	14	7	17	-3	24	-2	5

An excerpt of these results, with bars between the fields:
smiles | iPSC survival up | Shn3 3UTR inh | LMP1 NFkB inh | Peg3 promoter | KKLEB tox | NR2E3 ag-1 | HIF-2a inh | C8 TRAIL sens | TRPM1 prom inh | NR2E3 ag-2 | CF NFkB inh
CC1=NN(C(=O)c2ccc(Cn3cc(Br)c([N+](=O)[O-])n3)o2)C(O)(C(F)(F)F)C1 (configuration not stated) | 2.0 | -25 | 5 | 26 | -15 | -20 | 11 | -6 | 4 | -2 | 7
CN(C)C=NC(=O)c1cc(C(=O)c2ccc(F)cc2)c[nH]1 | -0.7 | -9 | 4 | -9 | 0 | -4 | -7 | -1 | -6 | 1 | -12

(continued)
SMILES	iPSC survival up	Shn3 3UTR inh	LMP1 NFkB inh	Peg3 promoter	KKLEB tox	NR2E3 ag-1	HIF-2a inh	C8 TRAIL sens	TRPM1 prom inh	NR2E3 ag-2	CF NFkB inh
COc1ccc(C)cc1N1C(=N)/C(=C2/Nc3ccccc3S2)C(c2ccccc2)C1=O (configuration not stated)	-2.8	53	-4	91*	0	6	83*	23	3	-4	-6
Cc1ccccc1N1C(=O)CC(Nc2ccc3c(c2)OCO3)C1=O (configuration not stated)	-0.2	-27	0	2	-15	-7	13	14	7	0	12
COCCN(C(=O)COC(=O)c1ccco1)c1c(N)n(Cc2ccccc2)c(=O)[nH]c1=O	-0.4	-13	-6	7	-7	-35	14	-15	8	-2	-7
COc1ccc(CC(=O)Nc2ccc(S(=O)(=O)N(C)C3CCN(C)CC3)cc2)cc1	-0.5	18	0	-16	6	-33	6	-14	2	2	7
Cc1cc(C(O)c2ncc(-c3ccccc3)[nH]2)ccc1F (configuration not stated)	5.0	-29	nt	-7	-1	-7	-44	-7	nt	nt	-12
COc1ccc(C(C(=O)Nc2ccc3c(c2)OCO3)N(C)C(=O)Cc2c[nH]c3ccccc23)cc1 (configuration not stated)	0.0	13	6	-1	-4	-31	2	-6	4	3	-19
COCCN1Cc2cccc(C(=O)NCCc3ccccc3)c2C1=O	-0.1	-11	1	-19	4	-3	6	-2	nt	-3	3
Cc1ccc(C(=O)NCCSC(C)(C)C)cc1[N+](=O)[O-]	-0.7	-25	-3	-102	8	-54	-95	-4	-52	2	-3
Cc1nnc(NC(=O)CSc2nc(CC(C)C)nc3c2c(=O)n(C)c(=O)n3C)s1	-0.6	21	2	5	0	2	10	-9	6	4	12
CCCSc1nc(NCc2ccco2)c2c3c(sc2n1)COC(C)(CC)C3 (configuration not stated)	0.3	-4	1	-2	-6	-26	-28	-1	-6	-2	2
O=C(Nc1cccc(NC(=O)c2cccnc2)c1)c1cccnc1	0.9	-13	0	6	-8	3	3	-2	13	3	8
CCCCC(CC)CNC(=O)C1CC=CCC1C(=O)O (configuration not stated)	-2.9	-4	-3	0	10	-5	12	-8	-2	0	5

Only part of the results is shown, so the mix of outcomes need not match the whole.
